# Source: PubChem BioAssay
# Lipid storage S3 – qHTS Assay for Lipid Storage Modulators in Drosophila S3 Cells; 0.64% of 320,000 active; AID 2685; Drosophila S3 cells, BODIPY lipid droplet fluorescence, 18-24 h; cells fed with added oleic acid; lipid storage change, negative = inhibition, % at the top dose, mostly 46.1 µM; hits show Potency in µM; active means well fitted inhibition curve with a large enough effect in the signal ratio, with a control signal flat, not every such curve was filed as active; inconclusive means small, poorly fitted or top-dose-only effect, or effect the other way, or a change in a side signal; the % refers to the signal ratio
#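 Laser-scanning cytometry quantifies lipid droplet accumulation (500–530 nm total intensity; droplet/cell object ratio) in oleic acid-fed (400 uM added) Drosophila S3 cells treated with a concentration series. 20 uM Triacsin C defined 100% inhibition.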
# Lipid storage S3 cell count max – further read-out of Lipid storage S3, marked with its call; cell number change, %; measured here: cell count max response;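 cells counted by Cell Tracker Red CMTPX staining in the red channel; peak over a dose series mostly up to 46.1 µM; percent activity relative to internal control wells on each plate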
# * hit, by the source's call; i = inactive; u = inconclusive; x = not tested or not shown; [ ] = dose if it differs, or a comment. On the % scale 0 is the no-effect control and ±100 the full control effect; potency means the concentration at half of the fitted maximal effect. These rows are one share of the data. The share of hits here may be higher or lower than overall.
Lipid storage S3 | Lipid storage S3 cell count max | Molecule
u | x | CSc1ncccc1C(=O)NCC1CCCCC1
u | x | COc1cc(OC)cc(C(=O)Nc2ccc(N(C)C)c3ccccc23)c1
u | x | COc1ccccc1-n1cnc2cc(NS(=O)(=O)c3ccccc3)ccc21
0% | 2 | Cc1cc(C)c([N+](=O)[O-])cc1NC(=O)CCS(=O)(=O)c1ccccc1
-3% | -13 | C=CCn1c2[n+](c3ccccc3c1=O)CCCCC2
i | 6 | CC(C)Oc1ccccc1C1NC(=O)CCC1[N+](=O)[O-] (stereo not drawn)
u | x | O=C(Cc1cccs1)Nc1nnc(-c2ccccc2)s1
-3% | x | O=C(COc1cccc2c1CCNC2=O)Nc1ccc(F)cc1
u | x | CC(CCc1ccccc1)NC(=O)COC(=O)c1cccs1 (stereo not drawn)
u | x | COc1cccc(NC(=O)Nc2cccc(C(=O)O)c2)c1
u | x | NS(=O)(=O)c1ccc(NC(=O)C2Cc3ccccc3C(=O)O2)cc1 (stereo not drawn)
u | x | Cc1ccc(-c2csc3ncnc(SCC(=O)Nc4nnc(C)s4)c23)cc1
u | x | CN(Cc1ccccc1)S(=O)(=O)c1ccc(Cl)nc1
5% | 3 | COC(=O)c1nnn(CC(=O)NC(=O)Nc2ccc(F)cc2)c1C(=O)OC
i | -20 | CNc1c(NS(=O)(=O)c2cc(OC)ccc2OC)c(=O)oc2ccccc12
u | x | CCN(C(=O)CSc1nnnn1C)c1c(N)n(Cc2ccccc2)c(=O)[nH]c1=O
u | x | Cc1ccccc1N(CC(=O)NC(C)(C)C)C(=O)c1ccc(-c2ccccc2)[nH]1
u | x | O=C(OCCN1CCCC1)C1(c2ccccc2)CCCC1
-8% | 5 | CCCCCC[N+](C)(C)CCSSCC[N+](C)(C)CCCCCC
u | x | Cc1ccc(N2CCCCn3c2nc2c3c(=O)n(CC(=O)O)c(=O)n2C)cc1

# Sorted by SMILES length (high to low): 4 of the compounds above.
Lipid storage S3 | Lipid storage S3 cell count max | Molecule
u | x | Cc1ccccc1N(CC(=O)NC(C)(C)C)C(=O)c1ccc(-c2ccccc2)[nH]1
u | x | CCN(C(=O)CSc1nnnn1C)c1c(N)n(Cc2ccccc2)c(=O)[nH]c1=O
5% | 3 | COC(=O)c1nnn(CC(=O)NC(=O)Nc2ccc(F)cc2)c1C(=O)OC
-8% | 5 | CCCCCC[N+](C)(C)CCSSCC[N+](C)(C)CCCCCC

# The list goes on:
Lipid storage S3 | Lipid storage S3 cell count max | Molecule
13% | 22 | c1cnc2nc(-c3ccc4c(c3)OCO4)cn2c1
u | x | Cc1ccc2sc(C)[n+](CCCS(=O)(=O)[O-])c2c1
u | x | CCN(c1ccccc1)S(=O)(=O)c1ccc(Oc2ccc([N+](=O)[O-])cc2)nc1
u | x | Cc1ccc2[nH]c(-c3ccccc3)c(CN3CCN(C)CC3)c(=O)c2c1
8% | 8 | Cc1ccc([N+](=O)[O-])cc1NC(=O)C(C)NS(=O)(=O)c1ccc(F)cc1 (stereo not drawn)
u | x | C/C(=N\Nc1ccc(C(F)(F)F)cn1)c1ccncc1
u | x | CC(C)NC(=O)c1ccccc1-c1ccccc1
u | x | CC(NC(=O)CNC(=O)c1ccccc1F)c1ccc(-n2ccnc2)cc1 (stereo not drawn)
0% | 7 | COc1ccc(-n2c(=O)[nH]c3cc(C(=O)NCCc4ccccc4)ccc3c2=O)cc1OC
13% | 4 | O=C(N/N=C/c1cc([N+](=O)[O-])cc([N+](=O)[O-])c1O)C(O)(c1ccccc1)c1ccccc1
u | x | CN1CCN(C(=O)c2cc(COc3c(F)cccc3F)on2)CC1c1ccccc1 (stereo not drawn)
u | x | COc1ccc2c(c1)CC[C@@H]1[C@@H]2CC[C@]2(C)[C@@H](C(C)=O)C[C@@H]12
17% | x | NNC(=S)NC1CCS(=O)(=O)C1 (stereo not drawn)
10% | 10 | COc1ccccc1CCNC(=O)CSc1nnc2ccc(-c3ccncc3)nn12
u | x | Cc1ccc(S(=O)(=O)N2CCN(c3ccccc3)CC2)cc1C(=O)NC1CCCCC1
u | x | COc1ccc(-c2csc(NC(=O)c3ccc(S(C)(=O)=O)cc3)n2)cc1
u | x | O=C(CSc1ncn[nH]1)c1cccc([N+](=O)[O-])c1
u | x | Cc1ccccc1-c1noc(CNC(=O)COc2ccccc2)n1
u | x | Cc1cccc(NC(=O)Cn2nnc(C(=O)NCc3ccco3)c2N)c1
u | x | COc1cc2nc3occc3c(OC)c2cc1OC
14% | 3 | COc1ccc(Cl)cc1C(=O)NCC(C)C
7% | 5 | CC1(C)Cc2c(sc3nc4n(-c5ccccc5)cnn4c(=O)c23)CO1
u | x | C#CCSc1nnc(CSc2nc3ccccc3s2)n1-c1ccccc1
10% | -5 | COc1ccc(-c2noc(CN(Cc3nccn3C)C(C)C)n2)cc1
25% | 28 | O=C(NC1CC1)c1ccc2c3c(cccc13)CC2
4% | -24 | O=C1N[C@@H](Cc2ccccc2)C(=O)N2[C@H]1C[C@]1(Br)c3ccccc3N(S(=O)(=O)c3ccccc3)[C@H]21
11% | 15 | Cc1ccc(S(=O)(=O)Nc2cccc(C(=O)NCCCN3CCOCC3)c2)cc1F
-24%[0.0737 µM] | 21 | O=C(COc1ccc(-c2nnco2)cc1)Nc1c(Cl)cccc1C(F)(F)F
u | x | Cc1cc(NC2CCCCC2)nc2ccccc12
u | x | COCCN(C(=O)CCC(=O)Nc1nccs1)C(C(=O)NCCC(C)C)c1ccc(OC)cc1 (stereo not drawn)
u | x | O=C(NCCCc1ccccc1)c1ccc(Br)o1
u | x | Cc1cc(C)n(C/C=C/Cn2nc(C)cc2C)n1
u | x | O=C(NCc1ccc2c(c1)OCO2)c1ccc(=O)[nH]c1
u | x | O=C(O)Cn1nc(-c2ccccc2)c2ccccc2c1=O
23% | 23 | Cc1ccc(/C=N/NC(=O)c2nn(C)cc2Cl)cc1
4% | -15 | CCOC(=O)c1c(NC(=S)Nc2ccccc2)sc2c1CC(C)(C)SC2
u | x | CC(=O)Oc1ccc2c(=O)c(Oc3ccccc3[N+](=O)[O-])coc2c1
u | x | CCOC(=O)c1nc(N)c(C(=O)OCC)[nH]1
u | x | O=C(c1ccccc1)N1CCN(CC(O)COCC2CC=CCC2)CC1 (stereo not drawn)
u | x | N#CC1=C(N)S[C@@H](C(=O)c2ccc(F)cc2)[C@@H]1c1cccs1

# Seven records picked at random from the list so far, as already listed:
Lipid storage S3 | Lipid storage S3 cell count max | Molecule
u | x | N#CC1=C(N)S[C@@H](C(=O)c2ccc(F)cc2)[C@@H]1c1cccs1
u | x | CC(=O)Oc1ccc2c(=O)c(Oc3ccccc3[N+](=O)[O-])coc2c1
u | x | Cc1cc(C)n(C/C=C/Cn2nc(C)cc2C)n1
u | x | O=C(O)Cn1nc(-c2ccccc2)c2ccccc2c1=O
u | x | O=C(c1ccccc1)N1CCN(CC(O)COCC2CC=CCC2)CC1 (stereo not drawn)
23% | 23 | Cc1ccc(/C=N/NC(=O)c2nn(C)cc2Cl)cc1
u | x | CCOC(=O)c1nc(N)c(C(=O)OCC)[nH]1

# New compounds follow:
Lipid storage S3 | Lipid storage S3 cell count max | Molecule
u | x | Cc1cc(C(=O)NCc2ccccc2Br)no1
7% | 8 | COc1ccc(C(=O)N2CC(=O)Nc3ccc(F)cc3C2c2ccccc2)cc1 (stereo not drawn)
u | x | O=S1(=O)CCOC[C@H](c2ccccc2)N1Cc1ccccc1F
-8% | -7 | COc1ccccc1Oc1c(C)oc2c(CN3CCN(CCO)CC3)c(O)ccc2c1=O
14% | -8 | COc1ccc(COC(=O)C2=C(C)NC(=O)NC2c2ccc(O)cc2)cc1 (stereo not drawn)
16% | 5 | O=S(=O)(NC1CCCCC1N1CCOCC1)c1ccc(Cl)cc1 (stereo not drawn)
u | x | O=C(Nc1ccc2c(c1)CCC2)c1cnccn1
1% | 10 | O=C(Nn1cnnc1)c1ccncc1
i | 0 | O=C(c1ccc2ccccc2c1)N1CCc2ccccc21
7% | 15 | COc1ccc(C2/C=C\CN(CC(C)(C)C)CC(=O)N2Cc2ccc(F)cc2)cc1 (stereo not drawn)
-1% | 11 | O=C(NNc1cc(Cl)cc(Cl)c1)c1cccs1
10% | 17 | Cc1nc([N+](=O)[O-])c(C(=O)OCc2ccccc2F)n1C
u | x | COC(=O)Nc1ccc(OC)c(OC)c1
u | x | CCOC(=O)C1CCN(Cc2cc(C(C)(C)C)c(O)c(C(C)(C)C)c2)CC1
i | -11 | CC1CCN(C(=O)C2CCN(S(=O)(=O)N3CCC4(CC3)OCCO4)CC2)CC1
u | x | COc1ccccc1OCc1nnc(SCC(=O)N2CCCC2)o1
i | -7 | CCC1Oc2ccc(C)cc2N(CC(=O)NCCN2CCOCC2)C1=O (stereo not drawn)
u | x | Cc1ccc(/C=N/n2cnc3sc(-c4ccccc4)cc3c2=O)o1
u | x | Cc1ccc(S(=O)(=O)Nc2ccccc2F)cc1C(=O)N1CCN(c2ccccc2O)CC1
i | x | CCC1(CC)C(=O)N(C)C(=O)NC1=Nc1ccc(OC)cc1

# In a second layout: entries from further up.
COC(=O)Nc1ccc(OC)c(OC)c1
  Lipid storage S3: u
  Lipid storage S3 cell count max: x
CCOC(=O)C1CCN(Cc2cc(C(C)(C)C)c(O)c(C(C)(C)C)c2)CC1
  Lipid storage S3: u
  Lipid storage S3 cell count max: x
CC1CCN(C(=O)C2CCN(S(=O)(=O)N3CCC4(CC3)OCCO4)CC2)CC1
  Lipid storage S3: i
  Lipid storage S3 cell count max: -11
COc1ccccc1OCc1nnc(SCC(=O)N2CCCC2)o1
  Lipid storage S3: u
  Lipid storage S3 cell count max: x

# More structures:
Lipid storage S3 | Lipid storage S3 cell count max | Molecule
9% | x | CC(C)OCCCNC(=O)C1CCC(CNS(=O)(=O)c2ccccc2)CC1 (stereo not drawn)
18% | -31 | O=C(C1=C(O)C(=O)N(CCN2CCOCC2)C1c1cccc(Br)c1)c1cccs1 (stereo not drawn)
-2% | 5 | NC(=S)c1cc2cc(Br)ccc2oc1=O
u | x | CSc1ccc(Cl)c(C(=O)NCCCn2ccnc2)c1
u | x | CCOC(=O)C1C(=O)NCC2CCCC21 (stereo not drawn)
u | x | CN(C(=O)c1ccc(NC(=O)Cc2cccc(NC(=O)C3CCN(C(=O)c4ccccc4)CC3)c2)cc1)C1CCCC1
18% | -1 | OCC1(CO)COC(/C=C/c2ccccc2)=N1
u | x | O=C(CN(c1ccccc1)S(=O)(=O)c1ccccc1)N1CCN(Cc2ccc3c(c2)OCO3)CC1
u | x | O=C(NCCCN1CCOCC1)c1ccc2c(=O)n(-c3ccc(F)c(Cl)c3)c(=S)[nH]c2c1
u | x | N=c1c2c(ncn1CCN1CCOCC1)Oc1ccc3ccccc3c1C2c1ccccc1 (stereo not drawn)
i | x | COC(=O)Nc1nn(-c2ccc(C)cc2)c(=O)c(C#N)c1C
u | x | CCc1nnc(NC(=O)CSc2nnc(COc3ccccc3)n2Cc2ccccc2)s1
u | x | CSc1ccc(C2Nc3cccc4cccc(c34)N2)cc1
6% | -2 | O=C(OC(C(=O)Nc1ccc(Cl)cc1C(F)(F)F)c1ccccc1)C1=COCCO1 (stereo not drawn)
u | x | Cn1c(Sc2ccccc2Cl)c(C=O)c2ccccc21
u | x | Cc1ccc(/C=N/NC(=O)c2nnn(-c3nonc3N)c2-c2cccs2)cc1
u | x | CCn1c(CNC(=O)c2ccc(Cl)cc2)nnc1SCC(=O)N1CCOCC1
-10% | 2 | COc1ccccc1Nc1nc(N)nc(CSC(=S)N2CC(C)CC(C)C2)n1 (stereo not drawn)
u | x | Cn1nnc(NC(=O)c2ccco2)n1
6% | 2 | O=C1C2C3CCC(C3)C2C(=O)N1Cc1ccccc1 (stereo not drawn)
u | x | COc1ccccc1C(=O)O/N=C(\N)c1ccccc1Cl
18% | -15 | Cc1ccccc1CSCC(=O)NC(=O)NC(C)(C)C
13µM* | -22* | COCc1cc(C)nc(SCC(=O)Nc2ccccc2N2CCOCC2)c1C#N
u | x | Cc1ccc(NC(=O)Nc2nnc(-c3ccccc3)o2)cc1
14% | 2 | S=C(NCCCn1ccnc1)NC1CCCCC1
u | x | COc1ccc(/C(C)=N/OC/C(O)=C(\C#N)c2nc3ccccc3[nH]2)cc1OC
u | x | O=C(CSc1nc2ccccc2o1)Nc1nccs1
u | x | COc1ccc(C(CNC(=O)c2cccc(S(=O)(=O)Nc3ccc(C)cc3)c2)N2CCOCC2)cc1 (stereo not drawn)
-23% | 5 | COc1ccc(OC)c(NC(=O)COc2ccc3c(c2)CCC3)c1
-20% | -13 | CCSC1=NC2(CCCCC2)Nc2sc3c(c21)CCCC3
u | x | O=C1c2cccnc2C(Nc2ccccc2Br)N1Cc1ccco1 (stereo not drawn)
u | x | COc1ccc(C2C3=C(N=C4SCC(=O)N42)c2ccccc2CC3)cc1OC (stereo not drawn)
u | x | O=c1[nH]n(CC2COC3(CCCCC3)O2)c(=O)c2ccccc12 (stereo not drawn)
u | x | CCOc1ccc(NS(=O)(=O)c2ccc(NC(=O)[C@@H]3CCCC[C@@H]3C(=O)O)cc2)cc1
u | x | COc1ccc(OC)c(C2C(C(=O)Nc3ccccc3OC)=C(C)Nc3nc(CCCO)nn32)c1 (stereo not drawn)
u | x | CC1Cc2ccccc2N1C(=O)CCS(=O)(=O)c1cccs1 (stereo not drawn)
-1% | 8 | On1c(-c2ccccc2Cl)nc2ncccc21
2% | 13 | CC(C)C[C@H](NC(=O)Nc1ccc(Oc2ccccc2)cc1)C(=O)O
u | x | C1=CC2CCC1ON2c1ccccc1 (stereo not drawn)
